PRMT1 FP inh – PRMT1 (human) inhibition, primary screen; Q99873; recombinant PRMT1, activity-based probe fluorescence polarization; inhibition, % at 2.79 µM; 370,000 compounds, 1.3% hits; AID 652257;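 active = inhibition above about 21% made by adding two undisclosed values, limit read from the data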
Target sequence (Q99873 whole entry, looked up): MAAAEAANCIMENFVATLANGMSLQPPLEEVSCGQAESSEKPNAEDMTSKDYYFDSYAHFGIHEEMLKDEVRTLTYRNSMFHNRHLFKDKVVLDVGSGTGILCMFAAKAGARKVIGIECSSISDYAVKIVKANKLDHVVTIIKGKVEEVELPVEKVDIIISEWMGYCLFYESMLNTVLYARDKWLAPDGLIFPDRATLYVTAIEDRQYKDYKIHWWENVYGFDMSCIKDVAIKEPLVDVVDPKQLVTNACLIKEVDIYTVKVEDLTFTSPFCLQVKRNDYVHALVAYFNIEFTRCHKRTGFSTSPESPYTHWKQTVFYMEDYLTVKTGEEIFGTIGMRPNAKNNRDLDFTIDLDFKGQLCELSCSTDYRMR
UHRF1 MBD2 ctr – blocks human UHRF1 binding to methylated DNA. Q96T88. 370,000 compounds, 0.75% hits. inhibition, % at 4.4 µM. UHRF1 binding to methylated oligo, TR-FRET; in the data active = inhibition above about 21%;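 note: UHRF1 SRA domain binding a hemimethylated CpG hairpin DNA probe; 0% = median of test compound wells and 100% = reference inhibitor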
TCR CD3 inh – human TCR-CD3 binding inhibition; TAMRA-labeled TCR probe fluorescence, biochemical; inhibition, % at 9.4 µM; 360,000 compounds, 0.37% hits; in the data active = inhibition above about 19%;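 note: recombinant mutant TCR 2C K166C tagged with TAMRA read by polarization; 0% = receptor in buffer alone and 100% = receptor with positive control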
PG9 binder – PG9 antibody binding by small molecule | 360,000 compounds, 0.43% hits | AID 624416 | inhibition, % at 6.7 µM | TR-FRET gp120-PG9 antibody binding; in the data active = inhibition above about 8.5%
mABHD4 FP – inhibitors of mouse ABHD4; Q8VD66; purified mABHD4, FP-Rh probe fluorescence polarization; inhibition, % at 8.92 µM; 370,000 compounds, 0.54% hits; AID 720543;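 active = inhibition exceeding the mean over every tested compound plus 3 SD, cut at about 30% in these data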;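 note: 0% = plate median of compound wells and 100% = S159A mutant with DMSO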
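Test system: mABHD4 protein; Read-out basis: % inhibition; Incubation: 45 min + 60 min at 25 °C; Repeats: single replicate; Technique: fluorescence polarization with parallel and perpendicular emission, 525/598 nm; Compound: 8.92 µM, single dose; Benchmarks: full inhibition S159A mutant plus DMSO, zero as sample-well median.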
LEDGF integ inh – blocks HIV-1 LEDGF/p75-dependent DNA integration; TR-FRET IN-LEDGF/p75 DNA integration, Eu/Cy5; inhibition, % at 3.7 µM; 370,000 compounds, 0.64% hits; AID 743269;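 active = inhibition above the screen-wide mean plus 3 SD, cut at about 13% in these data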;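 note: signal is the Cy5 over europium emission ratio at 671 and 618 nm; 0% = plate median of compound wells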
HTRA1 inh – HTRA1 (human) protease inhibition; Q92743; recombinant HTRA1, FP-rhodamine activity-based probe, fluorescence polarization; inhibition, % at 5.96 µM; 340,000 compounds, 0.5% hits; AID 504803; in the data active = inhibition above about 36%;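 note: 0% = enzyme with DMSO and 100% = wells lacking enzyme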
Target sequence (Q92743 whole entry, looked up): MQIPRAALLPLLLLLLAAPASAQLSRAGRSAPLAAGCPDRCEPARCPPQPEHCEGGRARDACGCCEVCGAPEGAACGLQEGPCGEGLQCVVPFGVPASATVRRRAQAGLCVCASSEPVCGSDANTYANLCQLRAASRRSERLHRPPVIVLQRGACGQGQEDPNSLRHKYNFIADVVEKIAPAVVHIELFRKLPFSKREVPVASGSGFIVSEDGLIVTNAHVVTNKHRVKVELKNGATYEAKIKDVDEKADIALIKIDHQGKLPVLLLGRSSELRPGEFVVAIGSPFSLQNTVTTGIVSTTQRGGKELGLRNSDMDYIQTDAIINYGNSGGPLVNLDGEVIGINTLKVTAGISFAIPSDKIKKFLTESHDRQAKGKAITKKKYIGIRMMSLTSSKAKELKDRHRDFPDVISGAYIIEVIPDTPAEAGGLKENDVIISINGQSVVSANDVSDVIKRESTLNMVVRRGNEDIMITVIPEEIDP
rCAG binder – binds r(CAG) RNA repeats; r(CAG) RNA repeat, TO-PRO-1 dye displacement fluorescence; inhibition, % at 3 µM; 370,000 compounds, 1.3% hits; AID 651821;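 active = inhibition above the plate cutoff, the mean of all test compounds on that plate plus 3 SD, cut at about 35% in these data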;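 note: 0% = DMSO alone and 100% = 100 µM mitoxantrone as full dye displacement; higher means more dye released from RNA so lower well fluorescence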
MBD2 inh – blocks human MBD2 binding to methylated DNA. Q9UBB5. TR-FRET, MBD2 binding to methylated oligonucleotide. inhibition, % at 4.4 µM. 370,000 compounds, 0.31% hits; in the data active = inhibition above about 13%
NR1D1 modulator – Rev-erb alpha (human) modulation | P20393 | Rev-erbα–FITC-DNA binding, fluorescence polarization, 90 min | activity, % at 10 µM | 370,000 compounds, 0.79% hits;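 active = activity above about 14%, limit read from the data; passing the limit was not always enough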;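 note: 0% = DMSO wells with 35 nM protein and 100% = DMSO wells with 750 nM protein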
An asterisk follows results filed as active; · = no result given. Some of the compounds tested. The share of hits here may be higher or lower than overall.

SMILES	PRMT1 FP inh	UHRF1 MBD2 ctr	TCR CD3 inh	PG9 binder	mABHD4 FP	LEDGF integ inh	HTRA1 inh	rCAG binder	MBD2 inh	NR1D1 modulator
Clc1ccc(-n2nnc(-c3cccnc3)n2)cc1Cl	-4	-3	5	-1.6	-3	0	-8	1	-2	-3
O=c1c2c(ncn1CCO)nc1n2CCC1	-1	0	7	-2.0	6	-1	2	2	-2	-5
COc1ccc(CCNC(=O)CCN2C(=O)[C@@H]3Cc4ccccc4CN3C2=O)cc1	2	-2	-5	1.0	7	0	0	-6	-7	-2
COc1ccc(NC(=O)CSc2nnc(C(C)C)n2N)cc1	-2	1	3	-2.6	6	-2	4	1	1	-3
COc1ccc(CCn2c(=O)[nH]c3cc(C(=O)N4CCN(c5ccccc5)CC4)ccc3c2=O)cc1OC	-7	2	0	1.9	-6	4	8	1	-6	-6
COC(=O)CCNC(=O)c1ccc2nc(Cc3ccc(OC)c(OC)c3)oc2c1	0	0	-3	0.4	2	-2	7	-3	1	-2
COc1ccccc1C(=O)NC(=O)CSc1nnc2ccccn12	-1	1	-5	0.5	-4	2	9	1	-2	0
CCCCn1c(N)c(N(CC(C)C)C(=O)CCNC(=O)c2ccccc2Cl)c(=O)[nH]c1=O	-1	-2	8	0.2	0	1	-4	-5	-5	-6
Cc1c(NC(=O)/C(C#N)=C/c2c(N3CCCCC3)nc3ccccn3c2=O)c(=O)n(-c2ccccc2)n1C	-2	-2	0	-0.6	2	0	0	-1	3	9
CCOc1ccc(NC(=S)N2CCC(N(C)CCN3CCOCC3)CC2)cc1	-2	-1	-1	0.8	-3	1	-1	-7	2	0
O=C(CSc1nnc(-c2ccc(OC(F)F)cc2)o1)NC(=O)NCc1ccco1	1	2	3	1.1	0	3	-7	2	-3	-11
COc1ccc(N2CCN(CC(=O)Nc3nc(C)cs3)CC2)cc1	-4	-1	-1	-2.1	18	6	9	-7	-3	-3
CCn1ccnc1CN(C)Cc1cn(-c2cccc(C)c2)nc1-c1cccc(F)c1	-9	-2	-3	-2.5	2	9	-89	-4	6	1
COC(=O)c1sccc1NC(=O)/C=C\c1ccc(Cl)cc1Cl	0	-3	4	0.4	-2	-3	1	0	-5	4
CCOc1ccccc1N1CCN(S(=O)(=O)c2cccc3nsnc23)CC1	-3	2	2	0.3	-11	5	-6	-4	1	-4
Cc1c(C(=O)Nc2ccc3nc(N4CCOCC4)sc3c2)oc2ccccc12	2	1	-3	-0.4	6	-2	-6	9	1	-2
COc1ccccc1N(CC(=O)NCC1CCCO1)C(=O)CNS(=O)(=O)c1ccccc1 (stereo unspecified)	1	7	-1	0.7	-4	-2	-1	-5	2	0
CN(C)C(CNC(=O)c1ccc(NC(=O)CC#N)cc1)c1ccccc1 (stereo unspecified)	-5	-2	3	-1.4	-8	-5	-8	10	-1	-4
CC(C)CCn1cnc2c(NCc3ccccc3)ncnc21	4	2	-3	1.4	1	0	-9	-9	0	-4
C=C(C)C1CC=C(C)C(=NNC(=O)c2ccncc2)C1 (stereo unspecified)	0	-2	-1	-1.9	2	-1	-4	0	-2	-7
O=C(Nc1cccc2c1CCCC2)c1cc(C2CCCCN2C(=O)OCCF)on1 (stereo unspecified)	-2	3	4	0.4	-3	-4	·	2	1	-1
COc1ccccc1-c1nc(S(=O)(=O)c2ccccc2)c(N2CCOCC2)o1	7	-2	10	-1.4	1	3	0	-4	3	1
COc1ccc(C)cc1-n1nnnc1SCC(=O)NC1CC1	-6	-1	5	0.7	0	-3	3	2	-3	2
COc1ccccc1N1CCN(C(=O)C2CCN(S(=O)(=O)c3ccc4c(c3)CC(C)N4C(C)=O)CC2)CC1 (stereo unspecified)	-1	-1	6	-0.3	-2	1	4	-3	-3	2
Cc1ccc(-c2nc3c(C)cc(Br)cn3c2Cc2ccsc2)cc1	2	18	23*	0.0	7	1	·	31	4	2
O=S(=O)(CCc1ccncc1)C1Cc2cccc3cccc1c23 (stereo unspecified)	3	3	-1	-0.6	-11	6	2	1	-2	7
O=C(Cc1ccc(Cl)c(Cl)c1)Nc1ccc(S(=O)(=O)Nc2ccon2)cc1	4	2	·	·	-8	4	·	30	9	-4
CCCCCc1ccc2cc(C#N)ccc2n1	-1	-2	4	-1.3	2	5	·	1	-1	-2
COc1ccc2c(c1)c(CC(=O)Nc1cc(C)ccc1C)c(C)n2C(=O)c1ccc(Cl)cc1	5	4	-5	-0.6	-6	0	-3	9	2	2
Oc1c(C(c2ccccn2)N2CCCCC2)cc(Cl)c2cccnc12 (stereo unspecified)	-4	-7	-1	0.3	6	-8	53*	1	-6	4
CC(Sc1nnnn1C1CC1)C(=O)Nc1cccc(S(=O)(=O)N2CCOCC2)c1 (stereo unspecified)	-6	3	3	-1.3	-2	-2	0	-1	-6	-2
CCN(CC)c1ccc(/C=C2\NC(=O)NC2=O)cc1	-3	-2	1	-10	-1	0	5	0	-6	4
CN(C)S(=O)(=O)c1ccc(C(=O)OCC(=O)NC(=O)NC2CCCC2)cc1	5	2	-6	0.4	3	-4	29	-4	4	1
Cc1ccsc1/C=C1/C(=O)NN(c2ccccc2)C1=O	-3	-5	7	-27	9	-6	-1	9	-10	3
CCN(CCNC(=O)C1=C(C)C(=O)OC12CCC(C)CC2)c1ccccc1 (stereo unspecified)	-1	-2	3	-0.8	4	-2	-6	-6	-3	-2
O=C(CCc1ccc(S(=O)(=O)N2CCOCC2)cc1)Oc1ccccc1	-4	-3	8	-2.4	-5	1	-2	1	6	0
COc1ccc(S(=O)(=O)Nc2c(C(=O)O)[nH]c3ccc(OC)cc23)cc1	11	-3	4	0.5	16	0	12	25	2	3
CC(=O)c1c(C)[nH]c(C(=O)Nc2nc(C)cs2)c1C	5	4	-5	6.7	-11	2	8	2	4	-2
CC1CCCCN1C(=O)COc1ccc(S(=O)(=O)N2CCCC2)cc1[N+](=O)[O-] (stereo unspecified)	0	-2	8	0.8	1	1	6	2	3	2
Nc1ccn([C@@H]2O[C@H](C(=O)N3CCN(c4ccc(Cl)cn4)CC3)[C@@H](O)[C@H]2O)c(=O)n1	5	0	-8	-2.0	9	1	·	2	-1	2
COc1cccc(CN2CCCC(C(=O)N3CCCCC3)C2)c1 (stereo unspecified)	2	1	1	-1.3	9	1	3	-6	3	1
CCOC(=O)c1cnc(-n2cc(C)cn2)nc1NCc1ccc2c(c1)OCO2	2	-2	4	-1.1	-2	-1	4	-1	-2	15
CC(C)c1nnc(NC(=O)CN(C)S(=O)(=O)c2ccc3c(c2)OCCO3)s1	-1	1	9	1.6	-2	-1	-2	-2	0	-6
NS(=O)(=O)c1ccc(NC(=O)/C=C/c2cn(-c3ccccc3)nc2-c2cccc(Cl)c2)cc1	-6	0	24*	2.6	-46	2	-98	18	0	16
COc1ccc(C(=O)NNC(=S)NC(=O)c2cccnc2)cc1	-2	-1	38*	-0.4	8	-1	-2	0	3	0
O=C(/C=C/c1ccccc1)OCC(=O)c1c[nH]c2ccccc12	-4	-1	7	-3.5	-18	0	-25	9	-3	0
Fc1ccccc1CNCC1CCCO1 (stereo unspecified)	8	1	-7	1.1	-4	0	-2	-4	8	4
COc1ccc(Nc2nc(N/N=C/c3ccc(N(C)C)cc3)nc(C)c2[N+](=O)[O-])cc1	3	-5	-12	-0.3	14	3	10	11	1	-1
O=C(NCCc1ccc(Cl)cc1)c1ccc2[nH]c(=O)c(=O)[nH]c2c1	2	-3	0	0.2	1	-4	-7	7	-3	-4
COc1ccc2ccccc2c1/C=N/Nc1cccc(C(=O)O)c1	12	0	14	-2.6	37*	-4	6	17	0	5

Additional entries
SMILES	PRMT1 FP inh	UHRF1 MBD2 ctr	TCR CD3 inh	PG9 binder	mABHD4 FP	LEDGF integ inh	HTRA1 inh	rCAG binder	MBD2 inh	NR1D1 modulator
CC1=NNC(=O)C1C(c1ccc(Cl)cc1)C(C#N)C#N (stereo unspecified)	1	-1	-12	-1.6	-8	2	·	3	-9	-2
COc1ccccc1CNC(=O)C(C)n1nc(C)c2c(C)n(-c3ccccc3)nc2c1=O (stereo unspecified)	-1	3	3	-0.6	-13	2	2	-5	5	2
CN(C(=O)CSc1nc2ccccc2o1)C1CCS(=O)(=O)C1 (stereo unspecified)	1	-2	-7	1.3	-2	-6	0	1	3	3
CCOc1ccc(/C=C2\SC(=S)N(C(C(=O)O)c3ccccc3)C2=O)cc1OC (stereo unspecified)	3	1	4	-1.3	-5	5	3	14	0	6
O=C(C1=C[C@H](C2CCCCC2)C[C@H](OCCCCO)O1)N1CCN(Cc2ccccc2)CC1	-3	0	2	1.3	2	-1	-11	-8	3	1
COC(=O)[C@]12C[C@H](CC(=O)NCCCCc3ccccc3)C(=O)N(Cc3ccco3)C1=C[C@H](COCc1ccccc1)O[C@@H]2C	3	0	·	·	-4	-1	·	6	0	4
Cc1cccc(Nc2nc3ccccc3n3nnnc23)c1	-4	-5	3	2.4	-2	4	-1	2	-2	17
COc1ccc(-n2c(Cc3cccn3C)nnc2SCC(=O)NCc2ccccc2Cl)cc1	0	-2	6	0.2	1	3	-8	5	2	6
CN(C(=O)CSc1nncc2ccccc12)c1ccccc1	9	-1	1	0.5	5	-7	·	3	-3	-9
CCN1C(=O)[C@H]2[C@@H](c3ccc(C)cc3)N[C@]3(CCCN(CCC(C)C)C3=O)[C@H]2C1=O	8	6	-4	0.3	-12	3	1	-2	2	7
COC(=O)Cn1c2ccc(OC)cc2c2nc(C)sc21	6	3	-3	0.2	2	-3	1	3	-3	-6
CCCN(CC1CC1)C(=O)COC(=O)c1oc2c(F)cccc2c1C	-3	0	3	-2.1	8	2	-17	7	1	-1
Cc1ccc(S(=O)(=O)N2CCN(C(=O)c3cc4c(C)nn(-c5ccccc5C)c4s3)CC2)cc1	-1	3	-2	0.7	-12	-11	-8	8	1	5
CC(CC(=O)c1cccs1)CC(=O)c1cccs1	0	1	2	-1.7	4	-2	-1	-4	0	0
O=C(Nc1nnc(-c2ccc(Cl)cc2)o1)C1=COCCO1	-1	-2	4	-2.1	-2	-2	8	3	0	1
O=C(O)CCCNC(=O)/C(=C\c1ccccc1F)NC(=O)c1ccccc1	0	1	1	-4.8	4	-1	8	4	2	-1
O=C(COc1ccc2ccccc2c1)N1CCN(C(=O)c2ccco2)CC1	-1	0	6	-4.0	-4	0	-2	3	-1	7
CCCCc1ccc(NC(=O)COc2ccc(C(=O)Nc3ccccc3OCC)cc2)cc1	-3	2	-4	0.0	-3	3	-2	3	4	-5
Cc1ccccc1NC(=O)Cc1nnc(NC(=O)Nc2ccccc2F)s1	-1	2	0	-2.8	0	2	1	7	-1	-3

Source: PubChem BioAssay
